Bioassay records deposited in PubChem by National Center for Advancing Translational Sciences (NCATS).
Mito fusion yeast = inhibitors of mitochondrial division or activators of mitochondrial fusion; S. cerevisiae fusion-defective mutant growth rescue, CellTiterGlo 48 h; Potency, µM (doses to about 46.1 µM), without a hit: at the top dose growth rescue (activation), most hits filed as activators; 0.23% of 320,000 active; AID 485298;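 also: potency is read from the fitted curve at half-maximal effect; % of control where 0% means no effect; nearly all actives have a fitted effect of over 45% in size; temperature-sensitive fusion mutants such as fzo1-1 at 37 °C on non-fermentable ethanol glycerol medium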
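Compounds are tested for their ability to restore growth of mitochondrial fusion-defective yeast strains at non-permissive 37C in YPEG medium over 48 hours. Viability is quantified by luciferase luminescence.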
PTAP TSG101 blk = blocks PTAP/TSG101 interaction to inhibit HIV-1 budding; Q99816; Fluorescence polarization, FITC-PTAP peptide / Tsg101 binding; Potency, µM (highest dose often 115 µM), without a hit: at the highest dose activity change, negative = inhibition, most hits filed as inhibitors; 340,000 tested, under 10 active; AID 493005; active = well fitted inhibition curve with a large enough effect in the main read-out, with a control signal flat, not every such curve was filed as active; inconclusive = small, poorly fitted or top-dose-only effect, or effect the other way, or a change in a side signal; inactive = no such curve, though single readings can be large or run the other way; also: potency is read from the fitted curve at half-maximal effect; % of control where 0% means no effect
Target sequence (Q99816 whole entry, looked up): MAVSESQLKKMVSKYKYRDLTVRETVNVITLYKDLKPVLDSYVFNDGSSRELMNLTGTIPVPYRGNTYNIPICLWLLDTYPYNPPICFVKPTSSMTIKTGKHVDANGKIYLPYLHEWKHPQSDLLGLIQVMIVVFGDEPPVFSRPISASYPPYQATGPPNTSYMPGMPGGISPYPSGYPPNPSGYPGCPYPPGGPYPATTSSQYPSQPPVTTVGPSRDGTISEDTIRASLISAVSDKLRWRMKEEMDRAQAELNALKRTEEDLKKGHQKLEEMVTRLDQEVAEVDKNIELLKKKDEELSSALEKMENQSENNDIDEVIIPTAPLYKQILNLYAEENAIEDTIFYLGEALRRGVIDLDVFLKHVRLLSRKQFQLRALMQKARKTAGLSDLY
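FP read-out: FITC-PTAP peptide, 50 nM final, binding Tsg101 binding domain, 10 uM final; 20 min, r.t.; 10 mM HEPES pH 7.5, 0.15 M NaCl, 0.01% Tween 20, 3 mM EDTA, 0.1 mM TCEP.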
TCR act = T cell receptor activation; primary human leukocytes, anti-CD3, IL-2 HTRF, 48 h; 330,000 tested, under 10 active; Potency, µM (top dose mostly 9.22 µM), for inactives: top-dose activation of IL-2 secretion, actives largely listed as activators; also: % of control where 0% means no effect
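48 hr co-incubation of compounds, a-CD3 beads and primary human leukocytes; IL-2 quantified homogeneously by HTRF with anti-IL-2 K and d2 conjugates.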
ASM inhibitor = inhibitors of human secretory acid sphingomyelinase. P17405. placental ASM, HMU-PC fluorogenic substrate, 60 min. Potency, µM (series often up to 57.5 µM), inactives show top-dose activity change, negative = inhibition, hits mostly inhibitors. 0.006% of 340,000 active; also: potency is read from the fitted curve at half-maximal effect
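Fluorescence read-out (Ex 386 nm, Em 447 nm) after stopping the reaction at pH 10. Enzyme: ASM from human placenta; substrate HMU-PC0, 9 uM final; 60 min, 37 °C. Compound preincubation 10 min, ambient temperature.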
MBNL1 CUG block = blocks human MBNL1 binding to CUG repeat RNA; Q9NR56; TR-FRET MBNL1-His/biotin-(CUG)12 binding, 665/545 ratio; Potency, µM (top dose mostly 57.5 µM), inactives show at the highest dose activity change, negative = inhibition, actives largely listed as inhibitors; 0.036% of 280,000 active; AID 2675; active = well fitted inhibition curve with a large enough effect in the signal ratio, with a control signal flat, not every such curve was filed as active; inconclusive = small, poorly fitted or top-dose-only effect, or effect the other way, or a change in a side signal; inactive = no such curve, though single readings can be large or run the other way; the % refers to the signal ratio; also: potency is read from the fitted curve at half-maximal effect; % is scaled to controls: 0 for no effect and ±100 for the full control effect
Target sequence (Q9NR56 whole entry, looked up): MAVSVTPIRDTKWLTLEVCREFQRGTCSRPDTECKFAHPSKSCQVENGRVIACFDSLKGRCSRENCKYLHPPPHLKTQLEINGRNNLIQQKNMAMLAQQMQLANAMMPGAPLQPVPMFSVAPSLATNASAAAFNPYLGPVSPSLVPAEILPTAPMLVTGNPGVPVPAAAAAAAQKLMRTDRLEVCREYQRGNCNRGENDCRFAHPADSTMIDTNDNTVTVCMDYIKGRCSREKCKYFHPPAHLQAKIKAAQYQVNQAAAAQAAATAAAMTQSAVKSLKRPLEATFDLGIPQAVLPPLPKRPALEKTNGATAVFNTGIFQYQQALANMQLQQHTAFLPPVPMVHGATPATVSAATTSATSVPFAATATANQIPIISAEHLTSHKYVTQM
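His-tagged MBNL1 binding to biotinylated (CUG)12 RNA was measured by TR-FRET using terbium anti-His antibody (0.055 ng/ul final) and streptavidin-XL665 (5 nM final). Compounds were titrated 92 nM to 58 uM; 60 min at room temperature.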
CXXC DNA block = MLL CXXC-DNA interaction inhibition; 0.037% of 290,000 active; MLL-CXXC / FITC-HOXA9 DNA fluorescence polarization; AID 2662; Potency, µM (highest dose often 115 µM), inactives show at the top dose activity change, negative = inhibition, usual class: inhibitors; active = well fitted inhibition curve with a large enough effect in the polarisation, with a control signal flat, not every such curve was filed as active; inconclusive = small, poorly fitted or top-dose-only effect, or effect the other way, or a change in a side signal; inactive = no such curve, though single readings can be large or run the other way; the % refers to the polarisation; also: potency is read from the fitted curve at half-maximal effect
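Purified MLL-CXXC (added from a 7 uM solution) was preincubated 5 min at ambient with pinned compounds in 50 mM Tris-HCl pH 7.5, 50 mM NaCl, 1 mM DTT, 0.05% BSA. Fluorescein-labeled HOX-A9 DNA (50 nM solution) followed, 30 min, then polarization read.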
TSHR antag = human thyrotropin receptor antagonism | activity change, negative = inhibition, % at 11.5 µM | 0.2% of 330,000 active | P16473 | TSHR-expressing cells, TSH-stimulated cAMP HTRF, 2 h; hits give low values | AID 504810;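 active = activity change below a set negative limit, meaning inhibition stronger than a set level, cut at about -70% in these data; inconclusive = activity change between two set negative limits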; also: % is scaled to controls: 0 for no effect and ±100 for the full control effect
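Read-out is FRET at 665 nm (cryptate excitation 337 nm) from a cryptate-tagged anti-cAMP antibody, competed by cell cAMP against cAMP-d2. Compounds are tested on freshly harvested TSHR cells challenged with 4nM TSH (EC80) for 2 hours at 37 deg C.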
Menin MLL FP TR = menin-MLL binding inhibition, Texas Red mutant peptide | O00255 | Potency, µM (doses to about 61.6 µM), inactives show top-dose FP activity change, negative = inhibition, actives largely listed as inhibitors | 0.23% of 270,000 active | Menin + Texas Red MLL mutant peptide, fluorescence polarization; active = well fitted inhibition curve with a large enough effect in the polarisation, with a control signal flat, not every such curve was filed as active; inconclusive = small, poorly fitted or top-dose-only effect, or effect the other way, or a change in a side signal; inactive = no such curve, though single readings can be large or run the other way; the % refers to the polarisation; also: potency is read from the fitted curve at half-maximal effect; % of control where 0% means no effect; many of its hits are not listed in these tables
A-T KAP1 phos = potential ataxia-telangiectasia treatment. Potency, µM (highest dose often 57.5 µM), for the others: at the top dose activation, hits mostly activators. AID 485349. […] A-T fibroblasts, KAP-1 phosphorylation AlphaLISA; neocarzinostatin DNA damage 30 min before lysis. 0.19% of 320,000 active; also: potency is read from the fitted curve at half-maximal effect; % of control where 0% means no effect; nearly all actives have a fitted effect of over 45% in size
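ATM-like activity read as KAP-1 phosphorylation via AlphaLISA donor/acceptor antibody pairs after lysis and 6 hr at 25C. Cells were ATM-null patient fibroblasts ([…], hTERT), dosed 60 min, then exposed to the DSB inducer NCS for 30 min.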
Integrin act MD = activators of alpha7 integrin expression for muscular dystrophy; alpha7betagal myoblasts, beta-gal FDG fluorescence, 48 h; Potency, µM (titrated, usually from 38.3 µM), for the others: top-dose activation, most hits filed as activators; 0.064% of 350,000 active; AID 624291;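 also: potency is read from the fitted curve at half-maximal effect; 100% = response of the positive control SU9516; nearly all actives have a fitted effect of over 60% in size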
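alpha7betagal+/- myoblasts (passage 13, 250/well) treated 48 h at 37C with compounds at 1:260 dilution of DMSO stock. Lysed, then beta-galactosidase activity read as FDG fluorescence (ex 480/em 540) after 30 min, with pre-read for autofluorescence.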
* marks the source's active call; other numbers are inactive results; ? = inconclusive; / = no result given; [ ] = remark or other dose. Unless noted, calls follow the shape of the dose curve; as a rule, active = well fitted curve in the direction sought with a large enough effect; inconclusive = small, poorly fitted or top-dose-only effect, or another doubt; inactive = no such curve, though single readings can be large; an effect the other way counts as inactive or inconclusive.

Value order: CXXC DNA block, MBNL1 CUG block, TCR act, A-T KAP1 phos, TSHR antag, PTAP TSG101 blk, ASM inhibitor, Mito fusion yeast, Menin MLL FP TR, Integrin act MD
- O=C(NCc1ccccc1)C(c1ccc(O)cc1)N(C(=O)c1cnccn1)c1ccccc1 (centres undefined)
    -3%, -3%, 1%, -1%, 31, 2%, 0%[11.5 µM], -2%, 1%, -8%
- COc1ccc(CCNC(=O)CN2CCN(c3cccc(Cl)c3)CC2)cc1OC
    1%, -1%, -1%, 1%, -5, -1%, -1%, 1%, 0%, -29%
- CN(CC(=O)Nc1c(F)cccc1F)Cc1cccs1
    4%, 5%, -3%, -1%, -6, -1%, 4%, ?, -6%, -13%
- O=C(O)c1ccc(S(=O)(=O)N2CCCC2)cc1
    14%, 0%, /, 5%, 0, 0%, 1%, 2%, 12%, 4%
- O=C(Cc1ccc(NC(=O)C2CCCN(C(=O)CCc3ccccc3)C2)cc1)Nc1cccc(C(=O)N2CCCC2)c1 (centres undefined)
    /, /, 0%, /, /, -1%, -3%, /, /, 0%
- Cc1ccc(S(=O)(=O)NNC(=O)Nc2ccc(Cl)cc2)cc1
    7%, 6%, 0%[46.1 µM], -7%, 4, -1%, 3%, -4%, -18%, 37%
- O=C(NCCC1=CCCCC1)C1CCN(S(=O)(=O)c2cccs2)CC1
    10%, -19%, 0%, 1%, 1, -11%, 2%, -1%, -14%, -18%
- O=C(NCc1ccc(F)cc1)c1nc(-c2cccs2)no1
    3%, -6%, -3%, 7%, -4, -1%, -1%, -4%, 26%, 29%
- COc1ccc(OC)c(S(=O)(=O)NCCOC23CC4CC(CC(C4)C2)C3)c1
    -2%, 2%, 0%[46.1 µM], 9%, -3, -11%, -1%, 14%, -4%, 15%
- COC(=O)C1=C(C)OC(N)=C(C#N)C1c1cc2cccc(C)c2nc1Cl (centres undefined)
    9%, 19%, /, 0%, -4, /, /, 0%, 22%, /
- Nc1cccc(C(=O)Nc2ccc(N)cc2Cl)c1
    -2%, -6%, -16%, 1%, -2, -7%, 1%, -3%, -19%, -15%
- O=C1CCC(=O)N1CNc1cccnc1
    9%, 24%, 0%, -3%, 8, -3%, 3%, 0%, 3%, 9%
- Cc1c(C=O)n(C)n(-c2ccccc2)c1=O
    2%, 4%, -2%, -2%, 3, -3%, 0%, 8%, -4%, 6%
- O=C(OCc1csc(-c2ccccc2)n1)c1ccc(O)cc1
    2%, 0%, -5%, 7%, -4, -1%, -10%, 2%, -5%, 19%
- C/C(=N\NC(=O)CSc1nc2ccccc2s1)c1cccnc1
    -1%, /, -4%, 10%, 6, -2%, 0%, 1%, /, 2%
- CC(C)Oc1ccc(C(CC(=O)O)NC(=O)C(Sc2ccccc2)c2ccccc2)cc1 (centres undefined)
    3%, -22%, 1%, -5%, 8, 3%, 5%, 4%, 19%, -7%
- CC1Cn2c(nnc2-c2cccc(N)c2)S1 (centres undefined)
    0%, -9%, -4%[46.1 µM], 5%, -5, -10%, 3%, 3%, -3%, 9%
- COc1ccc(-c2c(C#N)c(SCC(N)=O)nc3c2CCCC3)cc1
    4%, 3%, -4%[46.1 µM], -1%, -2, -4%, -5%, 1%, 17%, 22%
- Cc1cc(NC2C3CC4CC(C3)CC2C4)n2ncnc2n1 (centres undefined)
    -8%, 1%, 2%, 1%, -12, -8%, 3%, -18%, -2%, -6%
- N#CCN1C(=O)C2CCCN2c2ccc(S(=O)(=O)N3CCOCC3)cc21 (centres undefined)
    -5%, 2%, -1%, -1%, 17, -1%, 0%, -5%, 1%, 0%
- COc1ccc(C(=O)Nc2ccc(S(=O)(=O)N3CCOCC3)cc2)cc1[N+](=O)[O-]
    -1%, ?, 0%, 1%, -10, -6%, -3%, -1%, ?, 5%
- O=C(Nc1ccc2c(c1)OCCO2)C1CCN(c2cnccn2)CC1
    8%, -5%, -5%, 2%, 5, -3%, 19%, -4%, -7%, 2%
- CC1CCCN(C(=O)COc2ccc(-c3ccccc3)cc2)C1 (centres undefined)
    3%, -1%, -2%, 8%, 4, -7%, -1%, 30%, ?, 38%
- CCC(C)[C@H](NS(=O)(=O)c1ccc(C)cc1)C(=O)N1CCC(C(=O)N[C@@H](Cc2ccccc2)C(=O)O)CC1 (some centres undefined)
    -1%, 1%, 4%, -3%, -6, -1%, 7%, -5%, 1%, 44%
- CCSc1nnc([C@H](Cc2c[nH]c3ccccc23)NC(=O)OC(C)(C)C)o1
    -2%, -1%, 2%, 3%, 0, -6%, -3%, 1%, 0%, -9%
- CCN1CCN(c2ccc(NC(=O)c3ccc4c(c3)[nH]c(=O)n4Cc3ccc(OC)cc3)cc2)CC1
    13%, -7%, 3%[46.1 µM], 3%, 4, -4%, -1%, -2%, 0%, -33%
- CCOC(=O)c1ccc(NC(=O)CN2CCN(Cc3ccccc3)CC2)cc1
    -6%, -2%, 0%, 2%, 11, -4%, 1%, -2%, -18%, 0%
- O=C(c1ccoc1)N1CCC2(CC1)Oc1ccc(Cl)cc1C(=O)C21CC(c2ccccc2)=NO1 (centres undefined)
    5%, 2%, 1%, -3%, -7, -4%, -2%, 28%, /, -1%
- Cn1c(SCC(=O)N/N=C/c2ccc(O)c(O)c2)nc2ccccc21
    -3%, 9%, 5%, -8%, 2, -4%, 2%, 0%, /, 1%
- N=C(N)c1ccc(OCCCCCOc2ccc(C(=N)N)cc2)cc1
    -2%, -11%, -2%, 7%, 4, -4%, 0%, 29%, -10%, /

Complete entries as entered above. Values in the order: CXXC DNA block, MBNL1 CUG block, TCR act, A-T KAP1 phos, TSHR antag, PTAP TSG101 blk, ASM inhibitor, Mito fusion yeast, Menin MLL FP TR, Integrin act MD
`O=C(NCCC1=CCCCC1)C1CCN(S(=O)(=O)c2cccs2)CC1` reads 10%, -19%, 0%, 1%, 1, -11%, 2%, -1%, -14%, -18%
`COc1ccc(OC)c(S(=O)(=O)NCCOC23CC4CC(CC(C4)C2)C3)c1` reads -2%, 2%, 0%[46.1 µM], 9%, -3, -11%, -1%, 14%, -4%, 15%
`O=C(OCc1csc(-c2ccccc2)n1)c1ccc(O)cc1` reads 2%, 0%, -5%, 7%, -4, -1%, -10%, 2%, -5%, 19%

Next part.
Value order: CXXC DNA block, MBNL1 CUG block, TCR act, A-T KAP1 phos, TSHR antag, PTAP TSG101 blk, ASM inhibitor, Mito fusion yeast, Menin MLL FP TR, Integrin act MD
- COc1ccccc1CCc1nnc(N)s1
    -1%, -7%, 4%, -11%, 12, -1%, 0%, 0%, -12%, 11%
- COc1ccc(NS(=O)(=O)c2c(C(=O)N3CCCCCC3)c(C)n(C)c2C)cc1
    -11%, -6%, -6%, -2%, 14, -3%, -4%, 8%, -14%, -33%
- CN(Cc1ccc(OC(F)F)cc1)C(=O)c1cccc(S(=O)(=O)N2CCN(Cc3ccccc3)CC2)c1
    /, /, 3%, /, /, -5%, -2%, /, /, -22%
- O=C(O)c1ccccc1NS(=O)(=O)c1ccc(NNC(=S)Nc2ccc(OC(F)F)cc2)c([N+](=O)[O-])c1
    ?, ?, 1%, -6%, -6, -8%, -28%, -3%, ?, 21%
- COc1ccc(-n2ccnc2CN2CCN(C3CCCC3)C(CCO)C2)cc1 (centres undefined)
    -21%, ?, -33%, -4%, -1, 0%, -1%, -2%, 0%, -6%
- O=C(COC(=O)/C=C/c1ccc(Br)o1)Nc1cccc(S(=O)(=O)N2CCOCC2)c1
    /, /, 8%, 5%, 5, 1%, -11%, /, /, -36%[inhibitor]
- CC(OC(=O)/C=C/c1cccc(F)c1)C(=O)NC1CCCCC1C (centres undefined)
    4%, 2%, 12%, 15%, -10, 1%, -1%, 3%, /, 19%
- CN1CCC(NC(=O)c2cccs2)CC1
    -5%, -1%, 5%, 1%, 5, 3%, 2%, -8%, 4%, -2%
- CC[C@@]12C(=O)N(c3cccc(Br)c3)C(=O)N1[C@H](c1cccc(C)c1)[C@@H]1C(=O)N(Cc3ccccc3)C(=O)[C@@H]12
    /, /, -5%, 18%, 1, -5%, 3%, 3%, /, 4%
- O=C(NCc1ccncc1)C(=O)C1C(=O)Nc2ccccc21 (centres undefined)
    -3%, /, -4%, -1%, 5, -5%, 0%, -3%, -22%, 2%

This is a subset, so the mix of outcomes need not match the whole.
